Screens (PubChem)
LmPK inhibitor: qHTS Assay for Inhibitors of Leishmania Mexicana Pyruvate Kinase (LmPK) | purified LmPK, Kinase-Glo ATP luminescence, 1 h | Potency, µM (titrated, usually from 57.5 µM), inactives show at the top dose activity change, negative = inhibition, most hits filed as inhibitors | 290,000 compounds, 0.37% hits | Q27686; further: potency means the concentration at half of the fitted maximal effect
Target sequence (Q27686 whole entry, looked up): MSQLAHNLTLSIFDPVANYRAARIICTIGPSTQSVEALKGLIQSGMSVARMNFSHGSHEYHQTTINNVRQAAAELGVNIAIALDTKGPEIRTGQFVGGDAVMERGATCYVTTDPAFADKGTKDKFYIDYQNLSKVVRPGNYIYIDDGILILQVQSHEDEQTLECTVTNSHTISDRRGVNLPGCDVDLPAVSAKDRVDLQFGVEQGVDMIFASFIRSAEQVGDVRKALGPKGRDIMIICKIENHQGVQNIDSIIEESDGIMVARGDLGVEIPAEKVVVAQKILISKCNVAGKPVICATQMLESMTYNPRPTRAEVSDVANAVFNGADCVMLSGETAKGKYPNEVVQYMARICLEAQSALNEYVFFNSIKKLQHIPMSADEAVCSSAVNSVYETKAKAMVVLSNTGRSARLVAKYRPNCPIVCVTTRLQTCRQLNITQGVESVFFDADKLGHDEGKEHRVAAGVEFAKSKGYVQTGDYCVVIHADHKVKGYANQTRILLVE
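ATP generated from ADP (0.1 mM) and PEP (0.5 mM) by 0.1 nM LmPK over 1 h at room temperature (pH 7.2 imidazole buffer) was detected by coupled luciferase luminescence. Values were normalized to uninhibited and no-enzyme wells.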
AMA1 RON2 block: qHTS for Inhibitors of AMA1-RON; Towards Development of Antimalarial Drug Lead: Primary Screen; Plasmodium falciparum AMA1 (3D7) - RON2 peptide interaction; AlphaScreen AMA1-biotinylated RON2 peptide binding; Potency, µM (doses to about 58.2 µM), inactives show at the highest dose activity change, negative = inhibition, hits mostly inhibitors; 360,000 compounds, 0.2% hits; AID 720542, 2013;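 further: potency means the concentration at half of the fitted maximal effect; 0% = vehicle wells and -100% = peptide control; nearly all actives have a fitted effect of over 45% in size; some results filed as inactive show a strong effect at the top dose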
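AMA1 (3D7) with his tag at 25 nM final met compounds first, then biotinylated RON2 peptide at 25 nM; detection used donor plus acceptor beads, 10 µg/mL apiece, read by AlphaScreen after 30 min at room temperature.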
AmpC inh detg: qHTS Inhibitors of AmpC Beta-Lactamase (assay with detergent) | AmpC hydrolysis of nitrocefin, absorbance 480 nm, 0.01% Triton | 370,000 compounds, 0.041% hits | P00811 | Potency, µM (top dose mostly 114 µM), for inactives: top-dose activity change, negative = inhibition, most hits filed as inhibitors;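 further: potency means the concentration at half of the fitted maximal effect; 0% = no-compound wells and -100% = no-enzyme wells; nearly all actives have a fitted effect of over 25% in size; some results filed as inactive show a strong effect at the top dose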
Target sequence (P00811 whole entry, looked up): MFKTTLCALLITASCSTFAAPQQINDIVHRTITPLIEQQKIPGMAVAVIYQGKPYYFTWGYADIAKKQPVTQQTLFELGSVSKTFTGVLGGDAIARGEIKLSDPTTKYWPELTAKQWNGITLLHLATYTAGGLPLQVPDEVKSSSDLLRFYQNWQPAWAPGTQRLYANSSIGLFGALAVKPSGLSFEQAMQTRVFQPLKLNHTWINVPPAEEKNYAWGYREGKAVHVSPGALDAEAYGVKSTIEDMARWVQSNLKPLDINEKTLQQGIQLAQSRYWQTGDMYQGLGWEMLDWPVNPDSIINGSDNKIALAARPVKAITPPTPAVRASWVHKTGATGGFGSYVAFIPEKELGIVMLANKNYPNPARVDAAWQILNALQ
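20 mM phosphate pH 7.0 + 0.01% (detergent screen) or 0.0001% Triton X-100; 5.3 nM AmpC reagent; cpd preinc 15 min RT; nitrocefin (800 uM stock) to start; A480 q20 s × 4 min; Activity was normalised to no-enzyme and no-compound control wells.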
TbPYK inhibitor: qHTS of Trypanosoma Brucei Inhibitors. 410,000 compounds, 0.12% hits. Potency, µM (top dose mostly 76.8 µM), for inactives: at the top dose activity, negative = inhibition, hits mostly inhibitors. TbPYK enzyme, Kinase-Glo Plus ATP luminescence, 45 min. pyruvate kinase (Trypanosoma brucei), Q57TT1; further: potency means the concentration at half of the fitted maximal effect; nearly all actives have a fitted effect of over 50% in size
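Assay buffer: 50 mM TEA pH 7.2, 100 mM KCl, 10 mM MgCl2, 0.05% BSA, 0.01% Tween-20. Pyruvate kinase from T. brucei plus substrate met compound, then ADP (130 uM final). Luminescence was read post 45 min RT.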
HCMV inh: qHTS Assay for inhibitors of the human cytomegalovirus (HCMV). HFF cells, HCMV-luciferase reporter, 72 h; active compounds read low. activity change, negative = inhibition, % at 57.5 µM. 410,000 compounds, 4.5% hits; in the data active means activity change below about -60%; inconclusive means no clear call, values can overlap the other calls; inactive means above about -39%
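Two compound doses tested in HFFs infected with HCMV-luciferase, MOI 1 PFU/cell, 72 h at 37C. Lysate luminescence read with OneGlo; data normalized against buffer-only and 10uM Salinomycin inhibitor controls.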
AmpC no deterg: qHTS Inhibitors of AmpC Beta-Lactamase (assay without detergent); AmpC nitrocefin hydrolysis, absorbance 480 nm, 0.0001% Triton; Potency, µM (top dose mostly 57.1 µM), without a hit: top-dose activity change, negative = inhibition, hits mostly inhibitors; 330,000 compounds, 0.52% hits; AID 485341, 2010;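 further: potency means the concentration at half of the fitted maximal effect; plate controls were no compound for no effect and no enzyme for full effect; nearly all actives have a fitted effect of over 20% in size; some results filed as inactive show a strong effect at the top dose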
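20 mM phosphate pH 7.0 + 0.01% (detergent screen) or 0.0001% Triton X-100; 5.3 nM AmpC reagent; cpd preinc 15 min RT; nitrocefin (800 uM stock) to start; A480 q20 s × 4 min; Activity was normalised to no-enzyme and no-compound control wells.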
Sm TGR inh: qHTS Assay for the Inhibitors of Schistosoma Mansoni Peroxiredoxins; Schistosoma mansoni thioredoxin glutathione reductase (TGR), Q962Y6; purified TGR, DTNB reduction, TNB absorbance 405 nm; Potency, µM (top dose mostly 114 µM), for the others: top-dose activity change, negative = inhibition, most hits filed as inhibitors; 360,000 compounds, 3% hits; AID 485364, 2010; further: potency means the concentration at half of the fitted maximal effect; nearly all actives have a fitted effect of over 60% in size
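Kinetic colorimetric format: TGR-catalysed, NADPH-driven DTNB reduction monitored via TNB absorbance. Enzyme dispensed at 20 nM; compound exposure 15 min at room temperature before reaction start.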
* hit, by the source's call; ? = inconclusive; / = not tested or not shown; & = joins results of further samples; [ ] = another dose, or the depositor's remark. Unless noted, the call rests on the fitted dose curve; in most records, active means well fitted curve in the direction sought with a large enough effect; inconclusive means small, poorly fitted or top-dose-only effect, or another doubt; inactive means no such curve, though single readings can be large; an effect the other way counts as inactive or inconclusive. Unless noted, on the % scale 0 is the no-effect control and ±100 the full control effect. An unsorted share of the library; overall some 7.4% were active at least once.

SMILES	LmPK inhibitor	AMA1 RON2 block	AmpC inh detg	TbPYK inhibitor	HCMV inh	AmpC no deterg	Sm TGR inh
COCCNC(=O)CSc1nc2c(n1-c1ccccc1)CCCC2	-1%	0%	-12%	-3%	36	14%	0%
O=C(CNC(=O)C1CCCCC1)NNC(=O)c1ccccc1Br	-2%	19%	-5%	-7%	35	-3%	-21%
Cc1ccc(-n2c(C)cc(/C=N/NC(=O)CC3(C)OCCO3)c2C)c(C)c1	1%	89%[activator]	-10%	-4%	-24	36%	4%
CC(C)(C#N)Nn1cnnc1	8%	13%	-8%	10%	21	-11%	4%
COc1cc(CNc2ccc3c(c2)OCCO3)ccc1OCC(N)=O	-4%	-12%	-5%	-23%	-19	28%	4%
O=c1c2ccccc2c(-c2ccc(F)cc2)nn1-c1ccc(C(F)(F)F)cc1	1%	27%	0%	5%	-7	-21%	26%
CCC(C)Sc1cccc(-c2nc3cc(C)ccn3c2NC2CCCCC2)c1 (stereo not given)	/	-1%&-3%	/	-1%&4%	6&-39	-10%	/
Cn1nnnc1SCc1cc(=O)[nH]c2ccccc12	1%	5%	1%	2%	-7	-14%	16%
N#Cc1cccc(NC(=O)c2cc(C3CCCCN3S(=O)(=O)c3cccc4cccnc34)on2)c1 (stereo not given)	/	2%	/	-11%	-27	/	/
Cc1ccc2[nH]c(C)c(CCNC(=O)c3cc4cc([N+](=O)[O-])ccc4oc3=O)c2c1	-4%	-1%	-13%	-2%	-23	-24%	2%
O=c1[nH]c2cc(Cl)c([N+](=O)[O-])nc2[nH]1	3%	22%	-7%	-1%	58	-4%	-8%
CC(c1ccccc1)[n+]1ccccc1 (stereo not given)	/	-7%	?	0%	1	-10%	-5%
CN(Cc1ccccc1)C(=O)c1nc2ccccn2c1CN1CCCC1c1nccs1 (stereo not given)	3%	16%	-7%	1%	-5	86%[activator]	-33%
Cc1ccc(C(C(=O)NC(C)(C)C)N(C(=O)CCC(=O)Nc2ccccn2)c2ccccc2F)cc1 (stereo not given)	0%	-16%	-5%	1%	?	66%[activator]	-6%
COC(=O)c1cc2c(ccn2-c2ccc(F)cc2)n1C(C)C	-1%	?	-4%	-8%	-1	-20%	-13%

Taken from above:
AmpC inh detg with COC(=O)c1cc2c(ccn2-c2ccc(F)cc2)n1C(C)C reads -4%
Sm TGR inh with COc1cc(CNc2ccc3c(c2)OCCO3)ccc1OCC(N)=O reads 4%
TbPYK inhibitor with N#Cc1cccc(NC(=O)c2cc(C3CCCCN3S(=O)(=O)c3cccc4cccnc34)on2)c1 (stereo not given) reads -11%
Sm TGR inh with O=c1c2ccccc2c(-c2ccc(F)cc2)nn1-c1ccc(C(F)(F)F)cc1 reads 26%

Continued:
SMILES	LmPK inhibitor	AMA1 RON2 block	AmpC inh detg	TbPYK inhibitor	HCMV inh	AmpC no deterg	Sm TGR inh
O=C(Cc1ccc(-c2ccccc2)cc1)Nc1ccccn1	0%	-12%	-7%	6%	27	-45%	1%
C[C@H](CO)N1C[C@H](C)[C@@H](CN(C)S(=O)(=O)c2cn(C)cn2)Oc2ccc(NC(=O)Cn3cnnn3)cc2C1=O	/	10%	/	-10%	5	-7%	/
CCOc1cccc(CNc2ccc(O)cc2)c1OCc1ccc(Cl)cc1Cl	5%	-8%	-9%	?	?	-32%	?
Cc1ccc(Oc2nc3c(c(=O)n(Cc4ccccc4)c(=O)n3C)n2C)cc1C	/	/	21%	8%	1	/	8%
O=C(O)Cn1nnc(-c2ccc(OCc3cccc(C(F)(F)F)c3)cc2)n1	/	/	6%	3%	-6	/	3%
Cc1ccc(NC(=S)c2nc3ccccc3[nH]2)cc1	?	-3%	2%	-12%	31	-41%	8%
Cc1cccc(NCc2nc3ccccc3n2Cc2ccccc2)c1	7%	-3%	?	-5%	18	-32%	-29%
COc1ccccc1N1CCN(Cc2cc3c(cc2[N+](=O)[O-])OCO3)CC1	-7%	-18%	-2%	-1%	21	0%	5%
CC(=O)Nc1ccc(Sc2ncccc2C(=O)Nc2ccc(OC(F)(F)F)cc2)cn1	6%	9%	-13%	2%	-13	25%	4%
CC(=O)N1CCC(N(CCN2CCOCC2)C(=S)Nc2cccc(C)c2)CC1	-4%	0%	-16%	-13%	?	1%	-13%
COc1cccc(OCCn2cc(/C=N/NC(=O)c3ccncc3)c3ccccc32)c1	-5%	38%[activator]	-8%	4%	29	110%[activator]	-1%
O=CN1CCN(C(C(=O)NC2CCCCC2)c2ccc(Cl)cc2)CC1 (stereo not given)	/	-1%	/	0%	-35	/	/
CC(=O)Nc1ccc(S(=O)(=O)N[C@@H](C)C(=O)OCC(=O)NC2CCCC2)cc1	/	-6%	?	1%	0	-7%	-34%
CCCN1C(=O)C(=O)c2cc(Cl)ccc21	/	1%	/	5%	-86*	-12%	/
CC(C)(COC(=O)c1ccccc1)N1CC2CCC(C1)O2	/	-8%	/	-3%	-8	/	/
COCc1cc(C)nc(SCC(=O)Nc2ccc3[nH]c(=O)[nH]c3c2)c1C#N	-8%	9%	?	1%	29	-6%	-17%
Cn1c(SCc2nc3cc(C(=O)O)ccc3c(=O)[nH]2)nnc1C(F)(F)F	-2%	1%	?	-6%	-20	-11%	-6%
c1cc2c(cc1-c1csc(NNC3=NCCCCC3)n1)OCCO2	-25%	-26%	3%	-29%	-4	118%[activator]	2%
CC(=O)Nc1cccc(NC(=O)CSc2nccn2C2CCCC2)c1	/	/	7%	-3%	?	/	-17%
CCN1C(=O)[C@H]2[C@@H](c3ccc(C)cc3)N[C@]3(CCCN(Cc4ccccc4)C3=O)[C@H]2C1=O	/	3%	/	-1%	-8	/	/
COc1ccc(C(=O)OCC(=O)NC23CC4CC(CC(C4)C2)C3)c(OC)c1OC	/	-14%	4%	-8%	32	42%	10%
CN1CCN(S(=O)(=O)c2ccc(Oc3cccc(C(F)(F)F)c3)nc2)CC1	/	-8%	?	5%	-26	68%[activator]	11%
O=C(NNC(=O)c1ccccc1C(=O)O)c1ccc(S(=O)(=O)N2CCCCC2)cc1	-1%	0%	-10%	3%	-10	-32%	-2%
O=C(Nc1ccnn1C1CCN(CC2CC=CCC2)CC1)c1ccccc1Cl (stereo not given)	-3%	-15%	-13%	4%	12	-25%	-4%
COc1cc(OC)cc(C(=O)NNC(=O)CCNS(=O)(=O)c2ccc(Br)cc2)c1	/	97%[activator]	/	2%	-10	-22%	/
Clc1ccc2nc3c4ccccc4cnn3c2c1	-27%	15%	-3%	-9%	130	-12%	/
COc1cccc(NC(=O)CN2C(=O)NC3(CCc4ccccc43)C2=O)c1 (stereo not given)	/	-3%	-5%	3%	-25	-22%	0%
Cc1ccc(S(=O)(=O)NCC(=O)N/N=C/c2ccc(Cl)cc2)cc1	0%	-2%	0%	1%	-28	-1%	-14%
Cc1ccc(/C=C/C(=O)O)cc1S(=O)(=O)Nc1ccc2c(c1)OCO2	1%	-5%	-12%	-6%	-40	7%	-19%
CCCCCCNS(=O)(=O)c1ccc(Cl)s1	0%	29%	0%	2%	-3	-15%	-13%

Part of the list above, in markdown.
| SMILES | LmPK inhibitor | AMA1 RON2 block | AmpC inh detg | TbPYK inhibitor | HCMV inh | AmpC no deterg | Sm TGR inh |
| --- | --- | --- | --- | --- | --- | --- | --- |
| Cn1c(SCc2nc3cc(C(=O)O)ccc3c(=O)[nH]2)nnc1C(F)(F)F | -2% | 1% | ? | -6% | -20 | -11% | -6% |
| c1cc2c(cc1-c1csc(NNC3=NCCCCC3)n1)OCCO2 | -25% | -26% | 3% | -29% | -4 | 118%[activator] | 2% |
| CC(=O)Nc1cccc(NC(=O)CSc2nccn2C2CCCC2)c1 | / | / | 7% | -3% | ? | / | -17% |
| CCN1C(=O)[C@H]2[C@@H](c3ccc(C)cc3)N[C@]3(CCCN(Cc4ccccc4)C3=O)[C@H]2C1=O | / | 3% | / | -1% | -8 | / | / |
| COc1ccc(C(=O)OCC(=O)NC23CC4CC(CC(C4)C2)C3)c(OC)c1OC | / | -14% | 4% | -8% | 32 | 42% | 10% |

Next section.
SMILES	LmPK inhibitor	AMA1 RON2 block	AmpC inh detg	TbPYK inhibitor	HCMV inh	AmpC no deterg	Sm TGR inh
CC(C)C[C@H]1COc2cc(N3CC[C@H](O)C3)ccc2S(=O)(=O)N1	/	4%	/	-9%	-15	/	/
CC(Cc1cccs1)N(Cc1ccc(Cl)cc1)C(=O)c1ccncc1 (stereo not given)	3%	-2%	4%	-7%	-27	43%	-30%
C=CCN(c1ccccc1OC)S(=O)(=O)c1cccc(C(=O)OCC(=O)N2CCOCC2)c1	/	9%	/	-10%	2	124%[activator]	/
CCCCN(C(=O)C1CCC1)c1c(N)n(Cc2ccccc2)c(=O)[nH]c1=O	/	0%	-15%	-13%	-33	-8%	0%
O=C(Nc1ccc(SC(F)F)cc1)C1=COCCO1	-22%	10%	?	-2%	-30	-18%	-11%
CCn1c(SCC(N)=O)nnc1-c1ccc(S(=O)(=O)N2CCN(C)CC2)cc1	6%	0%	-1%	-3%	0	-8%	-2%
CN(C)c1ccc(-c2ccnc3c2CC(C)(C(=O)Nc2cccc(N(C)C)c2)O3)cc1 (stereo not given)	/	18µM*	/	-6%	-23	/	/
Cc1cnc(NC(=O)c2ccc3ncsc3c2)s1	/	-8%	-1%	-7%	15	-16%	9%
COc1ccc(NC(=O)c2ccc3oc(=O)c(S(=O)(=O)c4ccc(C)cc4)cc3c2)cc1OC	/	/	-1%	2%	17	/	-2%
CC(NC(=S)Nc1c(Br)cccc1OC(F)F)C(C)(C)C (stereo not given)	2%	14%	?	-6%	-33	-30%	-11%
O=C(CSC1=NCCS1)Nc1nc2c(s1)CCCC2	1%	60%[activator]	5%	0%	-73*	-22%	15%
O=C(COC(=O)CSc1cc(Cl)ccc1Cl)Nc1ncc(C(F)(F)F)cc1Cl	-4%	9%	-11%	4%	42	-10%	-3%
COc1cccc2c(Nc3ccccc3C)cc(C)nc12	-3%	0%	2%	-1%	?	-18%	11%
